From PubChem BioAssay
PPARg SRC3 recr: PPARgamma-driven SRC-3 recruitment agonism; 0.26% of 200,000 active; biochemical PPARgamma/SRC-3 coactivator recruitment assay; activation, % at 8 µM; AID 731; in the data active means activation above about 23%;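 further: 0% = DMSO and 100% = reference agonist; some compounds past the cut are filed as inactive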
G6PDH counter: L. mesenteroides G6PDH inhibition counter-screen. 0.12% of 200,000 active. inhibition, % at 5 µM. Purified L. mesenteroides G6PDH, diaphorase/resazurin coupled fluorescence, 45 min; in the data active means inhibition above about 50%
ROMK mod: modulates human ROMK potassium channel activity. P48048. Tet-inducible ROMK, thallium flux fluorescence; actives lie on both sides. B-score at 10 µM. 2% of 130,000 active. AID 1918;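 active means signal ratio slope over the read window, or its plate-corrected B-score, at least 3 SD from the plate mean, either direction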;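 further: B-score of the F/F0 ratio slope over 7 to 12 s after thallium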
PMI act: activators of human phosphomannose isomerase | 0.005% of 190,000 active | P34949 | purified human PMI, coupled resazurin fluorescence, 20 min; hits give high values; 1 = vehicle control, 0 substrate-free wells | activation factor at 20 µM | AID 1214;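 active means activation factor of 2 or more at 20 µM, relative to plate controls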
Target sequence (P34949 whole entry, looked up): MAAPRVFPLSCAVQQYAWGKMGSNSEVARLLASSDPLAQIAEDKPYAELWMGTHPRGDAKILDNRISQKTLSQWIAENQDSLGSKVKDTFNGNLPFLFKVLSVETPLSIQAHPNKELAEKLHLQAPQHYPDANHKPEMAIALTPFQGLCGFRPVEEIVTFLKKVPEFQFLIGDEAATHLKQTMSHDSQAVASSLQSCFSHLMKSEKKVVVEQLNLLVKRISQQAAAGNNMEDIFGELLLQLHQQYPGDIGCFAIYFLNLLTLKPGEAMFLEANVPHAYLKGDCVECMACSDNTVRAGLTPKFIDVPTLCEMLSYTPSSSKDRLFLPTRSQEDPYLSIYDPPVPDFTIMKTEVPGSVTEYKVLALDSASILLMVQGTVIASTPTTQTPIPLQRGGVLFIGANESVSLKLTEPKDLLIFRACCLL
PMI act hi M6P: increases human PMI activity with near-saturating mannose 6-phosphate | activation factor at 20 µM | P34949 | coupled PMI enzyme assay, resazurin fluorescence, 20 min; hits give high values; 1 = untreated enzyme, 0 = substrate-free blank | 0.34% of 190,000 active;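 active means activation factor of 2 or more at 20 µM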
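Test system: Human PMI in coupled enzyme assay | Input: 15 ng/mL PMI | Medium: HEPES-buffered pH 7.4 with magnesium and detergent | Compound: One concentration, 20 µM, in 1% DMSO | Incubation: Enzyme reaction with compound 20 min at room temperature | Detection: Diaphorase-driven resazurin-to-resorufin fluorescence, excitation 544, emission 590 nm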
PPARg SRC1 recr: promotes SRC-1 coactivator recruitment by human PPARgamma; P37231; PPARgamma-SRC-1 coactivator recruitment biochemical assay; activation, % at 8 µM; 0.41% of 200,000 active; AID 631; in the data active means activation above about 19%;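 further: 0% = DMSO and 100% = reference agonist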
S1P3 antag: blocks the human S1P3 receptor | Q99500 | CHO S1P3 NFAT-BLA reporter, FRET fluorescence, antagonist mode | inhibition, % at 4.98 µM | 0.27% of 170,000 active | AID 485;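 active means inhibition above the plate cutoff, the mean inhibition of test wells on that plate plus 3 SD, cut at about 28% in these data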;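 further: cells challenged with S1P at its EC80 of 0.8 µM; blue over green emission ratio from cleaved BLA substrate after 4 h stimulation; 0% = S1P-stimulated wells and 100% = unstimulated DMSO-only wells; some compounds past the cut are filed as inactive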
Target sequence (Q99500 whole entry, looked up): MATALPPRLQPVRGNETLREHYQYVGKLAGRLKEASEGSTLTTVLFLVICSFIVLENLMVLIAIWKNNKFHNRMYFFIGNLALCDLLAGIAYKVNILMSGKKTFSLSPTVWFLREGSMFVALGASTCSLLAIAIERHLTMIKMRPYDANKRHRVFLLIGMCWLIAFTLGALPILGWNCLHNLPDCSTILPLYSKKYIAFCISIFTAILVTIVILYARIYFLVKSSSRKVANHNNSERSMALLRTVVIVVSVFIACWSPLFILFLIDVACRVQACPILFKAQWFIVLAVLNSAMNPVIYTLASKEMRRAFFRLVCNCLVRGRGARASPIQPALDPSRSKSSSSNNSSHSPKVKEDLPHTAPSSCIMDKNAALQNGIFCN
Diaphorase inh: counter-screen for diaphorase-based assays: diaphorase inhibitors and chemical oxidizers | diaphorase resazurin-to-resorufin fluorescence, NADH, 16 min; bacterial (C. kluyveri) enzyme, not human | inhibition, % at 20 µM | 0.69% of 190,000 active;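 active means primary screen inhibition at 20 µM above a set limit, cut at about 50% in these data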;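 further: plate controls were DMSO with full reaction for no effect and wells lacking NADH for full effect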
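Assay system – diaphorase enzyme from Clostridium kluyveri · Amount – diaphorase 0.14 U/mL (working solution) · Times – reaction incubation of 16 min at room temperature · Controls – No-NADH positive control and DMSO neutral control · Signal – resorufin fluorescence 544/590 nm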
PPARg SRC-2 ag: agonists of SRC-2 recruitment by human PPARgamma; P37231; 0.34% of 200,000 active; PPARgamma LBD-SRC-2 recruitment, biochemical; activation, % at 8 µM; in the data active means activation above about 22%;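 further: 0% = vehicle and 100% = reference agonist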
Diaphorase act: diaphorase activation or chemical reduction counter-screen. activation factor at 20 µM. 0.005% of 190,000 active. Diaphorase/resazurin coupled assay, resorufin fluorescence, 16 min; hits give high values; 1 = vehicle wells, 0 = NADH-free wells. AID 1229;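 active means diaphorase activity raised at least twofold by the compound at 20 µM; inactive means activation factor below 2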
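Material: bacterial diaphorase enzyme (C. kluyveri); amount: enzyme 0.07 U/mL final; reagent: NADH substrate 0.114 mM plus resazurin dye 0.1 mM, final; doses: single compound dose of 20 µM, 1% DMSO final; timing: 16 min enzyme reaction, ambient temperature; measured by: fluorescence of resorufin, 544 nm excitation, 590 nm emission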
SRC2 TRFRET art: flags TR-FRET format artefacts in PPARgamma SRC-2 recruitment agonist screen; TR-FRET ratio at 8 µM; 0.4% of 200,000 active; AID 1049; TR-FRET artefact counter-screen; hits give high values; in the data active means TR-FRET ratio above about 2000; further: inactives centre near 1500
The depositor's hits bear a star; . = not tested or not shown. Compounds as they come. Share with any hit: about 3.3%.

entry	SMILES	PPARg SRC3 recr	G6PDH counter	ROMK mod	PMI act	PMI act hi M6P	PPARg SRC1 recr	S1P3 antag	Diaphorase inh	PPARg SRC-2 ag	Diaphorase act	SRC2 TRFRET art
1	CC(C)CC(=O)NC(=S)Nc1ccc(S(=O)(=O)N2CCN(C)CC2)cc1	-2	20	-0.042	0.9	0.9	5	-2	14	-3	0.9	1548
2	CCN(CC)C(=O)CSc1nnc(-c2ccccc2)n1-c1ccccc1	13	3	-0.024	1.1	1.1	10	16	4	2	1	1515
3	CCOc1ccc(NS(=O)(=O)c2cc(NC(=O)CCC(=O)c3cccs3)ccc2Cl)cc1	2	1	-1.2	1	0.9	8	5	4	0	1	1495
4	Cc1ccc(C(=O)O/N=C/c2ccc3c(c2)OCO3)cc1	6	4	-0.61	1	1	6	-12	4	0	1	1718
5	COc1ccc([N+](=O)[O-])cc1/C=N/NC(=O)/C(=C\c1cccs1)NC(=O)c1ccccc1	-1	6	.	1	1	6	.	18	5	0.8	1522
6	Cc1cc(-c2n[nH]c(=S)n2-c2ccccc2C)cs1	-2	4	-0.0079	0.9	0.9	0	-23	23	4	0.8	1530
7	CNC(=O)c1c(C)nc(SCC(=O)NCc2ccc(OC)cc2)c(C#N)c1-c1ccco1	2	7	.	1	1	1	-8	-10	-3	1.1	1506
8	O=S(=O)(c1ccc2c(c1)C(=NO)c1cc(S(=O)(=O)N3CCCCC3)ccc1-2)N1CCCCC1	1	8	-0.82	0.9	0.9	4	43	14	7	0.9	1736
9	CCN(CC)c1ccc(C2C(C(C)=O)C(=O)CC(C)(O)C2C(C)=O)cc1 (centres undefined)	-1	.	0.00052	.	.	6	.	.	5	.	1659
10	COc1ccc(NC(=S)NCCCN2CCN(C3CCCCC3)CC2)cc1	2	7	-0.19	0.9	1.1	12	6	-4	1	1	1504
11	O=C(CN1C(=O)NC(Cc2c[nH]c3ccccc23)C1=O)Nc1cccc(S(=O)(=O)N2CCCCCC2)c1 (centres undefined)	1	-5	.	0.8	0.9	-5	-12	26	-5	0.7	1603
12	COCCNCC(=O)NCC12CC3CC(CC(C3)C1)C2	-2	2	-0.95	0.9	1.1	-1	.	11	1	0.9	1538
13	FCCCOc1ccc(/C=N/OCc2ccc(Cl)cc2)cc1	0	4	.	0.9	0.6	-10	.	13	4	0.9	1547
14	O=C(NCc1ccc2c(c1)OCO2)C1CCCN(S(=O)(=O)c2cccc3cccnc23)C1 (centres undefined)	-3	-4	.	0.9	0.9	-3	-25	3	5	1	1412
15	CCOC(=O)c1c(-c2ccc(F)cc2)cn2ccccc12	3	6	.	1	1	3	.	2	1	1	1362
16	CCOc1ccc(-n2c(-c3ccco3)n[nH]c2=S)cc1	15	18	0.028	0.9	0.9	5	6	29	10	0.7	1493
17	C=CCNC(=O)c1ccccc1NS(=O)(=O)c1ccccc1	-1	2	.	0.8	0.9	-10	17	14	-2	0.9	1381
18	O=C(NC1=NCCS1)c1cccc(S(=O)(=O)N2CCCCC2)c1	-3	4	0.14	0.9	0.9	10	.	12	2	0.9	1446
19	O=C(Nc1ncc(S(=O)(=O)c2ccc([N+](=O)[O-])cc2)s1)c1ccc2ccccc2c1	4	8	-0.15	1.2	1.1	-2	-3	8	-5	0.9	1498
20	C=CCSc1nc(Oc2ccccc2)c2sccc2n1	10	9	.	0.9	0.9	-4	.	18	4	0.8	1615
21	Cc1cccc(N(CC(=O)Nc2ccc(F)cc2)S(C)(=O)=O)c1	-4	2	-0.37	1	1	2	.	8	-3	0.9	1464
22	Cc1nn(C)c(C)c1S(=O)(=O)N(CC(=O)N1CCc2ccccc2C1)c1ccc(C(C)C)cc1	-5	0	.	0.8	0.8	9	.	38	1	0.6	1650
23	COc1ccc(OC)c(S(=O)(=O)Nc2cccc(C(C)=O)c2)c1	5	-3	.	1	1	9	-3	7	2	0.9	1664
24	O=C(Nc1nnc(C2=COCCO2)o1)c1ccc(Cc2ccccc2)cc1	3	15	.	1.1	1.2	-11	-6	-3	1	1	1494
25	O=C(N/C=N/OCc1ccc(Cl)cc1Cl)NOCc1ncc(C(F)(F)F)cc1Cl	-5	6	-0.025	0.7	0.8	-2	.	27	2	0.7	1587
26	O=C(N/N=C/c1ccc(F)cc1)c1ccc(Br)cc1	11	4	0.014	1	0.9	6	.	9	8	0.9	1673
27	CCOC(=O)/C=c1\s/c(=C\c2ccccc2C)c(=O)n1CC(=O)NCc1ccc2c(c1)OCO2	7	8	.	0.9	1	3	1	1	1	1	1586
28	OC(COc1ccc(OCC(O)CN2CCCCCC2)cc1)CN1CCCCCC1 (centres undefined)	-3	4	0.84	1.1	1.1	-9	1	-12	-5	1.1	1491
29	CC(C)(C)C1CCc2c(sc(NC(=O)c3ccncc3)c2C(N)=O)C1 (centres undefined)	-1	-6	.	1	1	-2	14	0	-1	1	1412
30	CCOC(=O)C1=C(N2CCCCC2)c2cc3c(n2C1=O)CCCC3	-2	3	.	1.1	1	3	16	12	7	0.9	1792
31	COCCCNC(=O)CCc1ccc(S(=O)(=O)Nc2ccc(C)cc2)cc1	4	2	0.033	1.1	1.1	0	.	5	9	0.9	1627
32	Cc1ccc(Oc2ccc(C=O)cn2)cc1	8	13	0.89	1	1	12	34*	-12	3	1.1	1757
33	Cc1ccnc(NC(=O)c2cccc([N+](=O)[O-])c2C)c1	4	3	0.67	1	1	2	1	1	9	1	1575
34	CCOc1ccc2[nH]c(=O)c(CN(Cc3ccc(C)cc3)C(=O)N3CCCC3)cc2c1	6	11	.	0.9	0.8	4	11	17	6	0.8	1583
35	O=C(NCc1cccnc1)c1cccnc1Sc1ccc(Cl)cc1	4	0	.	1.1	1.1	-1	.	1	9	1	1555
36	Cc1nn(CC2CC2)c(=O)n1-c1ccccc1F	2	6	0.46	1.1	1.1	7	-11	9	2	0.9	1575
37	Cc1ccccc1Cn1ccc(-c2ccc(Cl)cc2)c(C#N)c1=O	-3	-3	.	1	0.9	5	.	6	5	0.9	1593
38	COc1cc(C(=O)NCc2nnc(SCC(=O)N3CCCCC3)o2)cc(OC)c1OC	-2	2	0.2	1	1.1	-10	.	3	-11	1	1375
39	COc1ccc(C(CNC(=O)c2ccc(S(=O)(=O)N(C)C)cc2)N(C)C)cc1 (centres undefined)	-1	7	-0.54	1	1	7	-8	1	0	1	1493
40	COc1ccc(NC(=O)/C(C#N)=C\c2ccc(OCc3ccc(C(=O)O)cc3)c(OC)c2)cc1	5	9	-1.6	0.9	0.8	7	-2	13	3	0.9	1608
41	CCOC(=O)C1CCN(Cc2c(F)cccc2Cl)CC1	9	10	.	0.9	1.1	-9	-7	3	16	1	1520
42	CCOc1ccc(CCNC(=O)c2oc3c(c2C)-c2[nH]ncc2CC3)cc1OCC	0	-42	.	0.8	0.8	3	3	30	1	0.7	1645
43	CC1=C(C#N)C(c2cn(-c3ccccc3)nc2-c2cccs2)C(C#N)=C(C)N1	5	-3	.	0.9	0.9	6	15	23	7	0.8	1433
44	CC1(C)Cc2c(sc(NC(=O)c3ccco3)c2C#N)C(C)(C)N1	.	3	.	0.9	1	.	14	8	.	0.9	.

Grouped by structure, those above containing a furan ring, fused or not.
entry	SMILES	PPARg SRC3 recr	G6PDH counter	ROMK mod	PMI act	PMI act hi M6P	PPARg SRC1 recr	S1P3 antag	Diaphorase inh	PPARg SRC-2 ag	Diaphorase act	SRC2 TRFRET art
7	CNC(=O)c1c(C)nc(SCC(=O)NCc2ccc(OC)cc2)c(C#N)c1-c1ccco1	2	7	.	1	1	1	-8	-10	-3	1.1	1506
16	CCOc1ccc(-n2c(-c3ccco3)n[nH]c2=S)cc1	15	18	0.028	0.9	0.9	5	6	29	10	0.7	1493
42	CCOc1ccc(CCNC(=O)c2oc3c(c2C)-c2[nH]ncc2CC3)cc1OCC	0	-42	.	0.8	0.8	3	3	30	1	0.7	1645
44	CC1(C)Cc2c(sc(NC(=O)c3ccco3)c2C#N)C(C)(C)N1	.	3	.	0.9	1	.	14	8	.	0.9	.

A draw from above in order of molar mass, descending:
entry	SMILES	PPARg SRC3 recr	G6PDH counter	ROMK mod	PMI act	PMI act hi M6P	PPARg SRC1 recr	S1P3 antag	Diaphorase inh	PPARg SRC-2 ag	Diaphorase act	SRC2 TRFRET art
27	CCOC(=O)/C=c1\s/c(=C\c2ccccc2C)c(=O)n1CC(=O)NCc1ccc2c(c1)OCO2	7	8	.	0.9	1	3	1	1	1	1	1586
40	COc1ccc(NC(=O)/C(C#N)=C\c2ccc(OCc3ccc(C(=O)O)cc3)c(OC)c2)cc1	5	9	-1.6	0.9	0.8	7	-2	13	3	0.9	1608
38	COc1cc(C(=O)NCc2nnc(SCC(=O)N3CCCCC3)o2)cc(OC)c1OC	-2	2	0.2	1	1.1	-10	.	3	-11	1	1375
34	CCOc1ccc2[nH]c(=O)c(CN(Cc3ccc(C)cc3)C(=O)N3CCCC3)cc2c1	6	11	.	0.9	0.8	4	11	17	6	0.8	1583
29	CC(C)(C)C1CCc2c(sc(NC(=O)c3ccncc3)c2C(N)=O)C1 (centres undefined)	-1	-6	.	1	1	-2	14	0	-1	1	1412
